# Compound activity as filed in PubChem.
# NCOA3 inh – SRC3 coactivator transcriptional activity inhibitors, primary screen, cell-based, luminescence; HEK293 GAL4-SRC3 luciferase reporter; inhibition, % at 3.6 µM; Nuclear receptor coactivator 3 (Homo sapiens), Q9Y6Q9; actives 0.17% (n = 360,000);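 active means inhibition above a per-campaign cutoff, the mean of all compounds plus 3 SD, cut at about 60% in these data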;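 further: 0% = DMSO-treated cells and 100% = gossypol-treated cells at 36 µM; higher means less SRC3-driven luciferase light from the GAL4 reporter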
# Target sequence (Q9Y6Q9 whole entry, looked up, the tested form may be a part): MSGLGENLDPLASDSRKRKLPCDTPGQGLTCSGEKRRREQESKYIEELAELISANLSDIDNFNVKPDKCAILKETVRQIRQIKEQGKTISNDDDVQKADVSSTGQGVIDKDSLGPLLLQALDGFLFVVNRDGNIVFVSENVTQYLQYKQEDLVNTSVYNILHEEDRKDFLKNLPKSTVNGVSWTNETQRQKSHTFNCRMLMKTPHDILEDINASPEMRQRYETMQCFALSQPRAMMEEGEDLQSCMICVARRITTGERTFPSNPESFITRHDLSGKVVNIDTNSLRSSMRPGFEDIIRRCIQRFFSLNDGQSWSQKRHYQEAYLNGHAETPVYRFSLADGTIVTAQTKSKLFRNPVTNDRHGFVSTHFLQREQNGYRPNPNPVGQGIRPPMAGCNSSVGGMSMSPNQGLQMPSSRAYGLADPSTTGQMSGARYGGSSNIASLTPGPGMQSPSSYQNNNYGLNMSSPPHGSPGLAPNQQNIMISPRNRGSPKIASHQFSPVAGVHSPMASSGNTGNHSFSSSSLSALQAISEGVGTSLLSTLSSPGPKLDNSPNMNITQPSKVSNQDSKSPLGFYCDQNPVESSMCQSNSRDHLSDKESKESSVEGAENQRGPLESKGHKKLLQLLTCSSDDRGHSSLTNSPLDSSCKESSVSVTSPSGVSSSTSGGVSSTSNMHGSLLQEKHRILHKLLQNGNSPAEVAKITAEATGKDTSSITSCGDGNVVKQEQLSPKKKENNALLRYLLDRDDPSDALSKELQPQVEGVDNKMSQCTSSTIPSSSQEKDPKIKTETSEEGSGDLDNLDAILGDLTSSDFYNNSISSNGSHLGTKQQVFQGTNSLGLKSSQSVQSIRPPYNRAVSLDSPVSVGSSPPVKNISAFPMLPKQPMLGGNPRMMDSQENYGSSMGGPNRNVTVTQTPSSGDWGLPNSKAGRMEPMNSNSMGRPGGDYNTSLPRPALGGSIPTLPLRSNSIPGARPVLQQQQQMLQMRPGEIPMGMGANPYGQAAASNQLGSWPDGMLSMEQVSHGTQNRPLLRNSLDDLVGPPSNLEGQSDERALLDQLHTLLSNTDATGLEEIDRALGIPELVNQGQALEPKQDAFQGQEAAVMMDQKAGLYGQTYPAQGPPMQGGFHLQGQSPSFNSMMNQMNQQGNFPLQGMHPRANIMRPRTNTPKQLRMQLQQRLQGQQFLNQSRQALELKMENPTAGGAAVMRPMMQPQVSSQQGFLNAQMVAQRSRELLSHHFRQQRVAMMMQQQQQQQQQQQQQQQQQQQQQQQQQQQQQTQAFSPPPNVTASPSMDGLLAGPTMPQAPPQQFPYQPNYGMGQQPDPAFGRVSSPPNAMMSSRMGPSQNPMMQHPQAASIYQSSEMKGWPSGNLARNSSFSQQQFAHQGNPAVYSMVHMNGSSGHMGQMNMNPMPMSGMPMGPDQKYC
# TRAIL sens C8 – viability loss with TRAIL in NB7+C8 cells, primary screen, TRAIL sensitizer project, cell-based, ATPlite luminescence; inhibition (viability loss, TRAIL sensitization), % at 10 µM; actives 1% (n = 360,000); AID 624354, 2012;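 active means compounds causing at least 50% loss of cell viability in the single-dose screen, relative to plate controls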
# TROY signal inh – inhibitors of TROY-driven NF-kB signaling, primary screen, Q293 LMP1-TROYcd cells, NF-kB luciferase, uHTS | Q293 LMP1-TROYcd NF-kB luciferase reporter, 4 h | inhibition, % at 10 µM | actives 0.98% (n = 360,000);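 active means compounds whose plate-normalised and pattern-corrected inhibition of the luciferase reporter signal at the single screening dose is 50% or more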
# Shn3 3UTR inh – reduction of Shn3 3'UTR firefly luciferase signal, primary screen, Schnurri-3 inhibitor project, cell-based, Clone20 osteoblasts, set 2; inhibition, % at 12.5 µM; actives 0.52% (n = 360,000); Clone20 osteoblast Shn3 3'UTR firefly luciferase, 24 h;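 active means mean inhibition of at least 75% with every replicate also reaching 75%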;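 further: 0% = median of neutral control wells and 100% = pilot-screen positive control compound; some compounds past the cut are filed as inactive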
# TWEAK-Fn14 inh – inhibitors of TWEAK-Fn14 signaling, primary screen, luciferase reporter cells, uHTS; TWEAK-stimulated Fn14 reporter cells, luciferase luminescence, 8 h; AID 1159606, 2016; inhibition, % at 10 µM; actives 2% (n = 360,000); in the data active means inhibition above about 50%
# NR2F2 inh – NR2F2 transcriptional activity inhibitors, primary screen, cell-based, luciferase reporter, HEK293T, luminescence. COUP transcription factor 2 (Homo sapiens), P24468. HEK293T NGFI-A luciferase reporter. inhibition, % at 8.6 µM. actives 0.7% (n = 370,000). AID 686940, 2013;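 active means inhibition above a per-plate cutoff, mean inhibition of test wells between control levels plus 3 SD, cut at about 38% in these data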;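 further: cells cotransfected with COUP-TFII expression vector driving the NGFI-A reporter; 0% = median of COUP-TF2 test wells and 100% = reporter-only cells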
# KKLEB tox – cytotoxicity in KKLEB CF airway cells, primary screen, cytotoxicity control for CF NF-kB inhibitor project, cell-based, uHTS, fluorescence assay plates | KKLEB CF airway cells viability, ATPlite luminescence, overnight; stronger effect = lower value; cells stimulated with P. aeruginosa culture filtrate | activity change (cytotoxicity), % at 5 µM | actives 0.36% (n = 360,000);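 active means corrected activity change at or below -50% at 5 µM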
# NCOA1 inh – SRC1 coactivator transcriptional activity inhibitors, primary screen, cell-based, luminescence; Nuclear receptor coactivator 1 (Homo sapiens), Q15788; HEK293 GAL4-SRC1 luciferase reporter; inhibition, % at 3.6 µM; actives 0.12% (n = 360,000); AID 588354, 2011;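 active means inhibition above the campaign mean plus 3 SD, with each screening campaign given its own cutoff, cut at about 60% in these data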;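 further: 0% = DMSO treated cells and 100% = gossypol at 36 µM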
# EBV LMP1 NFkB – EBV LMP1-driven NF-kappaB luciferase reporter inhibitors, primary screen, cell-based, luminescence, single point; actives 0.69% (n = 350,000); LMP1-induced NF-kappaB luciferase reporter cells; inhibition, % at 12.5 µM; in the data active means inhibition above about 41%;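 further: 0% = neutral control wells and 100% = reference inhibitor control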
# LRH-1 inv ag – LRH-1 (NR5A2) inverse agonists, primary screen, cell-based, luminescence, HEK293T, StAR-luciferase reporter; actives 0.13% (n = 360,000); inhibition, % at 3.6 µM; Nuclear receptor subfamily 5 group A member 2 (Homo sapiens), O00482; LRH-1 transfected, 24 h;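 active means inhibition above the mean inhibition of all tested compounds plus 3 SD, cut at about 73% in these data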;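 further: 0% = DMSO wells and 100% = reporter-only cells lacking LRH-1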
# CF NFkB inh – inhibitors of PAF-induced NF-kB signaling, primary screen, cell-based, GFP fluorescence, uHTS; KKLEB NF-kB-GFP reporter, GFP fluorescence overnight; inhibition, % at 5 µM; actives 0.86% (n = 360,000); AID 588850, 2011;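 active means at least 50% inhibition at 5 µM, scaled per plate between neutral and stimulator controls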;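 further: PAF is a Pseudomonas aeruginosa culture filtrate used as stimulus; plate controls were PAF-stimulated DMSO wells for no effect and unstimulated DMSO wells for full effect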
# Active calls of the source: *; x = not tested or not shown. Not all compounds are listed; the hit share may differ from the screen's.
Compound	NCOA3 inh	TRAIL sens C8	TROY signal inh	Shn3 3UTR inh	TWEAK-Fn14 inh	NR2F2 inh	KKLEB tox	NCOA1 inh	EBV LMP1 NFkB	LRH-1 inv ag	CF NFkB inh
CCCSc1nsc(NC(=O)CC)n1	-29	11	-32	-68	10	-30	0	-85	-44	-102	0
CC(=O)NC(c1ccccc1)c1nc(-c2cnc3ccccc3c2)cs1 (stereo not given)	-13	4	-13	8	1	4	-4	-8	x	-4	-20
O=C(COc1ccc2c3c(c(=O)oc2c1)CCC3)c1ccc2c(c1)OCO2	15	13	8	15	-48	18	8	0	-14	8	-19
COCCn1cnc2c1c(=O)n(CC(=O)NCC(F)(F)F)c(=O)n2Cc1ccccc1	5	-1	-3	-6	13	-6	3	6	-3	-4	5
O=c1c(N2CCOCC2)nsn1Cc1ccccc1	17	2	0	12	-12	-2	0	9	0	18	-8
O=C(COC(=O)c1ccc(S(=O)(=O)N2CCCC2)cc1)Nc1ccc(Cl)cc1	4	-6	-19	-17	-20	1	18	-12	-1	-8	-9
CCOC(=O)C1CCN(C(=O)c2cc3c(s2)-c2ccccc2OC3)CC1	-17	6	-62	-16	-40	-40	-10	-7	-7	-40	-9
COc1ccccc1NC(=O)C1=C(C)Nc2nnnn2C1c1ccccn1 (stereo not given)	12	-1	11	-10	9	7	4	-4	15	-18	-2
O=C(CSc1n[nH]c(-c2cccnc2)n1)OC1CCCCC1	19	2	5	2	12	8	-1	-15	4	9	8
CCN(Cc1ccc(C#CCCO)cc1)CC1CCCN(CCc2cccc(OC)c2)C1 (stereo not given)	6	4	-34	7	17	6	0	-8	-7	-10	-3
C=CCNc1cnn(-c2ccccc2)c(=O)c1Cl	-6	-15	-28	-32	5	-9	2	-19	2	-20	-8
Cc1[nH]c(C)c(S(=O)(=O)NCCc2ccc(S(N)(=O)=O)cc2)c1C(=O)N1CCCC1	-9	-14	-1	-15	-4	9	1	4	-5	-5	-2
NC(N)=Nc1nc2ccc(Cl)cc2c(=O)[nH]1	1	-10	-17	-4	-17	9	3	-15	-2	11	-1
Fc1cc2[nH]c(=S)[nH]c2cc1Cl	-10	12	4	-1	9	-35	-4	-2	-5	12	-5
O=C(Cn1nnc2c(cnn2-c2ccc(F)cc2)c1=O)Nc1ccccc1C(F)(F)F	5	0	-23	10	-3	1	-34	-9	-3	8	-11
Cc1ccnc2nc(C(=O)OCC(=O)N3CCc4ccccc43)nn12	-15	-7	-21	3	7	18	10	2	-8	3	0
CCCCn1c(N)c(N(CCC(C)C)C(=O)C2CC(=O)N(c3ccc4c(c3)OCCO4)C2)c(=O)[nH]c1=O (stereo not given)	12	-21	-15	-34	1	-13	8	-8	-4	4	-1
Cc1ccc(C(=O)N2CCCC(N3CCN(c4cccc(C(F)(F)F)c4)CC3)C2)s1 (stereo not given)	9	14	31	2	14	-4	24	-19	3	-13	-18
COc1ccc(CNC(=S)N2CCN(Cc3ccccc3)CC2)cc1	-1	-1	-4	5	-5	-5	-10	6	6	-3	-16
O=C(Nc1ccc(Cl)cc1)N1CCc2ccccc2C1	-83	-4	-58	-85	0	-28	20	-76	-62	-126	-10
Cc1ccccc1NC(=O)CN1CCC(n2nnc3ccccc32)CC1	-72	-5	2	15	-2	17	-2	13	-5	14	-4
CC(=O)Nc1ccc(NC(=O)CSc2nc(=O)n(CCCN3CCOCC3)c3c2CCC3)cc1	4	-6	1	-5	5	-11	-15	8	-8	-1	30
O=C(Nc1cccc(-c2nc3cccnc3s2)c1)c1cccnc1Cl	-10	-7	-34	-15	-1	-6	7	-2	-16	-20	-28
Cc1cc(-c2n[nH]c(=S)n2/N=C/c2cccc([N+](=O)[O-])c2)n[nH]1	10	-5	-7	0	19	8	-4	-13	3	3	-1
COc1ccc(NC2CCCN(C(=O)CCc3cn[nH]c3)C2)cc1 (stereo not given)	-7	-3	-5	7	-10	14	7	-2	-7	8	-14
CC(C)(C)c1ccccc1OCCCCN1CCCC1	3	-4	10	2	-20	7	-4	-2	0	1	10
COc1cccc(N2CCN(C(=O)CN3C(=O)NC4(CCCC4)C3=O)CC2)c1	-10	-7	7	18	6	-15	-8	-27	2	17	-9
COc1ccc(NC(=O)N(C)C[C@H]2OCc3cnnn3CCCC(=O)N([C@H](C)CO)C[C@@H]2C)cc1	7	1	-23	1	-6	-15	1	-11	-2	0	-8
COc1cccc(/C=N/Nc2nc3ccccc3[nH]2)c1OC	-56	-9	18	-71	-20	-21	7	-64	-20	-82	-4
Cc1ccc(CNC(=O)C(=O)NCC2OCCN2C(=O)c2ccc(Cl)cc2)cc1 (stereo not given)	-22	1	12	-4	0	13	4	-8	3	10	3
COC(=O)/C(=N/Nc1ccccc1C)N1CCCc2ccccc21	9	5	-5	14	6	1	6	4	5	17	-13
Cc1ccc(SC(C)C(=O)Nc2c(C)n(C)n(-c3ccccc3)c2=O)cc1 (stereo not given)	12	-9	-11	10	-5	0	11	-3	-2	13	-17
COc1ccccc1-n1c(=O)c2c3c(sc2n2c(SC)nnc12)CCC3	11	-4	0	3	-5	0	-3	4	3	-14	8
Clc1ccc(Oc2cnns2)c(Cl)c1	7	-4	6	20	6	0	10	-28	8	10	3
CC(C)N1C(=O)/C(=C\c2nc3ccccc3c(=O)[nH]2)c2ccccc21	-1	12	15	-13	68*	-66	2	-14	-10	-1	21
Cc1cc(-c2ccc(C)c(S(=O)(=O)NCC3CCN(Cc4ccccc4F)CC3)c2)on1	4	-4	-9	0	-1	3	16	1	2	10	-6
CCN(C[C@H]1N[C@@](CC)(C(=O)OC)[C@H]2C(=O)N(Cc3ccccc3)C(=O)[C@@H]12)C(=O)Nc1ccc(Cl)cc1	-6	-2	-41	5	-6	5	14	-35	-27	-12	-2
Cc1ccc[n+](CC(=O)Nc2nc3ccccc3s2)c1	1	-8	81*	2	64*	-19	5	-9	0	16	-15
COC(=O)c1cccc(NC(=O)CSc2nc(C)cc(=O)[nH]2)c1	-18	-5	-20	-1	-4	-2	12	-17	-3	10	-8
CCc1[nH]nc(C(=O)N2CCCC(Nc3cccc(F)c3)C2)c1C (stereo not given)	18	-5	43	-10	48	-1	-2	12	10	7	8
O=C(CC1CCCCC1)Nc1nc2ccccc2s1	-79	12	-41	-77	-9	-42	-8	-126	-11	-112	8
COc1ccc(N2CCN(C(=O)CCCC3=NS(=O)(=O)c4ccccc4N3)CC2)cc1	7	-17	15	13	3	21	4	8	-15	6	-11
COc1ccc(-c2cc(NC(=O)c3cncn3-c3ccccc3)ccc2OC)cc1	-37	-11	14	20	-10	-10	11	-7	5	8	5
COc1ccc(CCC(=O)O)c(C(CC(=O)O)C(=O)O)c1OS(=O)(=O)c1ccc(C)cc1 (stereo not given)	-27	-11	0	7	23	-5	-10	-30	-4	-2	27
COc1cccc(/C=N/NC(=S)Nc2cccnc2)c1	-26	22	-24	-13	-23	-60	0	-38	-8	-54	-10
N#C/C(=C\Nc1ccccc1SC(F)(F)F)c1nc(-c2ccc(F)cc2)cs1	3	-1	4	6	-12	12	-9	-2	-5	-21	10
O=C(C1CCN(S(=O)(=O)c2ccc(Cl)cc2)CC1)N1CCCC1	-4	-6	-2	10	35	-3	5	-3	-2	8	-10
CCCCOc1ccc(/C=N/NC(=S)Nc2cccc(C)c2C)cc1	-1	-3	-6	-2	2	4	-9	-9	-9	3	-3
CCC(C)C(NC(=O)c1ccccc1NC(=O)c1ccco1)C(=O)NC1CCCCC1 (stereo not given)	7	0	-15	68	-2	18	-12	-26	4	7	6
O=C1C[C@@H](c2ccc(O[C@@H]3O[C@H](CO)[C@@H](O)[C@H](O)[C@H]3O)cc2)Oc2cc(O)ccc21	-11	-1	-9	2	4	-28	-5	-5	-3	-9	10

# (more compounds)
Compound	NCOA3 inh	TRAIL sens C8	TROY signal inh	Shn3 3UTR inh	TWEAK-Fn14 inh	NR2F2 inh	KKLEB tox	NCOA1 inh	EBV LMP1 NFkB	LRH-1 inv ag	CF NFkB inh
CC(C)(C)c1cc(NC(=O)Nc2ccc(Cl)cc2Cl)no1	11	-8	-28	26	-94	-17	-5	-14	-4	-15	28
COCCCN1C(=O)C(CC(=O)NC2CCCC2)CC(C(=O)N(C(C)C)C(C)C)=C1C (stereo not given)	14	-6	-1	-10	-7	-1	4	-9	x	5	-7
COc1ccc(C2C3=C(CC(C)(C)CC3=O)Nc3nc(C)nn32)cc1OC (stereo not given)	-2	-1	-4	0	9	0	21	2	x	1	2
COc1cccc(CN(C)C(c2ccccc2)c2ccccc2)c1OC	5	13	-15	6	-8	5	2	-14	-6	2	4
CCOC(=O)N1CCN(Cc2nc(-c3cccc(Cl)c3)no2)CC1	11	-8	-17	15	5	0	-8	-28	7	17	14
CC(=O)O[C@@H]1[C@@H](OC(C)=O)[C@H](n2ccc3cc([N+](=O)[O-])ccc32)OC[C@@H]1OC(C)=O	-9	3	-2	-4	0	9	-1	-5	-10	-27	-4
CN(Cc1ccc(F)cc1)C(=O)CNC(=O)c1ccc2c(c1)OCO2	-3	2	5	9	-2	-16	-12	-7	-1	-7	16
CSc1ccc(Cl)c(C(=O)OCC(=O)N2CCN(C(=O)c3ccco3)CC2)c1	18	2	22	-17	-12	9	9	7	5	9	3
CC(C)(O)C#Cc1ccc(CNC[C@H]2O[C@@H](n3cnc4c(=O)[nH]c(N)nc43)[C@H](O)[C@@H]2O)s1	3	-3	-2	1	-2	-3	5	10	x	-5	-6
COCCCNC(=O)CSc1nc2ccc(N3CCOCC3)cc2c(=O)n1CCc1ccccc1	-17	-19	-17	18	-2	-7	2	-22	2	11	14
CCC(CC)NC(=O)Cc1ccc(S(=O)(=O)N2CCOCC2)s1	0	-8	-8	0	-8	-7	-4	5	-1	0	-10
OCCNc1nc(NCCC2=CCCCC2)nc(N2CCOCC2)n1	14	7	-10	45	4	22	11	12	-7	8	2
Cc1cc(SCc2ccc(Cl)cc2)nc(=O)[nH]1	-6	-7	-3	-15	-11	-23	15	-15	0	-9	-12
Cc1ccc(OCC(=O)OCC(=O)c2c(N)n(C)c(=O)n(C)c2=O)cc1C	2	13	-12	-2	-21	-1	1	0	-3	-9	-8
